Bioassay records from PubChem BioAssay.
VEEV TC-83 Vero – inhibitors of VEEV TC-83 cytopathic effect, confirmation, Vero cells (AID 588727); Vero cells, VEEV TC-83 cytopathic effect inhibition; higher % means a stronger effect; one-dose inhibition, % at 20 µM; IC50 in µM for titrated hits; 350,000 tested, 0.13% active; in the data active = a potency from the dose series; inconclusive = inhibition mostly from about 14% at the one dose, without a potency; inactive = the rest, 99 in 100 with inhibition below about 12%; also: strong numbers were not always called active
tuberculosis growth – growth inhibition of non-replicating M. tuberculosis (AID 488890) | Mycobacterium tuberculosis non-replicating, growth inhibition; higher % means a stronger effect | inhibition, % at 25 µM, or IC50 in µM where a hit was titrated | 320,000 tested, 0.39% active; in the data active = a potency from the dose series; inconclusive = inhibition mostly from about 82% at the one dose, without a potency; inactive = the rest, 99 in 100 with inhibition below about 76%;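 also: plate controls were DMSO cells for no effect and high antibiotic wells for full effect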
PhoP GFP inhibition – PhoP regulon inhibitors, Salmonella typhi PhoP promoter GFP reporter, confirmatory (AID 1850); Salmonella Typhi PhoP-promoter GFP reporter, fluorescence, 4 h; higher % means a stronger effect; one-dose inhibition, % at 50 µM; IC50 in µM for titrated hits; 310,000 tested, 0.33% active; in the data active = a potency from the dose series; inconclusive = inhibition mostly from about 25% at the one dose, without a potency; inactive = the rest, 99 in 100 with inhibition below about 19%;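 also: 0% = induced wells with vehicle and 100% = uninduced wells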
influenza NS1A – H1N1 influenza NS1A inhibitors, functional cell based assay (AID 504329). inhibition, % at 12.5 µM; hits with a dose series show IC50 in µM. NS1A functional cell-based assay, percent inhibition; higher % means a stronger effect. 340,000 tested, 0.3% active; in the data active = a potency from the dose series; inconclusive = inhibition above about 27% without an active follow-up result; also: strong numbers were not always called active
M. tuberculosis HTS – M. tuberculosis growth inhibition, HTS (AID 449762); M. tuberculosis H37Rv growth inhibition, 7H9 media; higher % means a stronger effect; inhibition, % at 25 µM, or IC50 in µM where a hit was titrated; 330,000 tested, 0.59% active; in the data active = a potency from the dose series; inconclusive = inhibition above about 70% without an active follow-up result;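 also: bacterial growth assessed after seven days of incubation; strong numbers were not always called active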
VEEV TC-83 Vero 10K pilot screen – second read-out of VEEV TC-83 Vero, no call of its own (marks repeat the call); inhibition, %; measured here: 10K pilot screen inhibition
Numbers without * were called inactive; i = inactive; ? = inconclusive; / = not tested or not shown. Random draw from the library; about 1.5% have a hit in one of these screens.

SMILES | VEEV TC-83 Vero | tuberculosis growth | PhoP GFP inhibition | influenza NS1A | M. tuberculosis HTS | others
OCCN(CC#CCn1c2ccccc2c2ccccc21)CCO | 7.4% | 9% | 3% | -10% | 0%
COc1ccc2c(C)cc(SCC(=O)Nc3cccnc3Cl)nc2c1 | i | -7% | -9% | -7% | 7%
O=C(CSc1nnc(-c2ccncc2)n1Cc1ccco1)N1c2ccccc2Sc2ccc(Cl)cc21 | 9.2% | 1% | -3% | 6% | -4%
COC(=O)CSc1nnc(-c2ccco2)n1Cc1ccco1 | i | 18% | 3% | -16% | 3%
O=C(NCc1cccc(F)c1)C1CCC(=O)N(C2CC2)C1 (stereo unspecified) | 1.1% | -4% | -13% | -2% | 3%
COC(=O)CN1CCN(C(c2ccccc2)c2ccccc2)CC1 | i | 4% | -3% | 0% | -1%
Cc1cccc(N(CC(=O)NC2CCCC2)C(=O)CS(=O)CC(=O)Nc2ccc3c(c2)OCO3)c1 (stereo unspecified) | 3.2% | 2% | -3% | -4% | -10%
CN1CCN(c2cc(-c3ccccc3)nc3cc(-c4ccc(F)cc4)nn23)CC1 | 1.4% | ? | 5% | -11% | 11µM*
Cc1ccccc1CC(=O)N1CC(C)OC(C)C1 (stereo unspecified) | i | 2% | -6% | -3% | 0%
CCN1C(=O)/C(=C/c2ccc(C)s2)NC1=S | 0.5% | 18% | 3% | -1% | -2%
O=C(Nc1nc(-c2cccs2)c(-c2cccs2)s1)C1(c2ccccc2)CC1 | i | -4% | -7% | 17% | 0%
COc1ccc(C2c3c(oc4ccccc4c3=O)C(=O)N2c2ccc(C)cn2)cc1OC (stereo unspecified) | 0.2% | 60% | 2% | 1% | -8%
COC(=O)c1cccc(C23CC4(C2)[C@H](CN(Cc2cccnc2)[C@@H]4c2ccccc2)C3c2ccc(C(F)(F)F)cc2)c1 (stereo partly specified) | / | 2% | -3% | / | 1%
COc1ccc2c(c1)O[C@H]1c3ccc(O)cc3OC[C@@H]21 | 2.5% | 7% | 11% | -3% | -4%
Cc1ccc(O)c(-c2cc(C(=O)Nc3ccc(S(=O)(=O)Nc4nccc(C)n4)cc3)[nH]n2)c1 | i | -6% | 15% | 4% | 3%

The last 6 records of the section above lead into the next:
SMILES | VEEV TC-83 Vero | tuberculosis growth | PhoP GFP inhibition | influenza NS1A | M. tuberculosis HTS | others
CCN1C(=O)/C(=C/c2ccc(C)s2)NC1=S | 0.5% | 18% | 3% | -1% | -2%
O=C(Nc1nc(-c2cccs2)c(-c2cccs2)s1)C1(c2ccccc2)CC1 | i | -4% | -7% | 17% | 0%
COc1ccc(C2c3c(oc4ccccc4c3=O)C(=O)N2c2ccc(C)cn2)cc1OC (stereo unspecified) | 0.2% | 60% | 2% | 1% | -8%
COC(=O)c1cccc(C23CC4(C2)[C@H](CN(Cc2cccnc2)[C@@H]4c2ccccc2)C3c2ccc(C(F)(F)F)cc2)c1 (stereo partly specified) | / | 2% | -3% | / | 1%
COc1ccc2c(c1)O[C@H]1c3ccc(O)cc3OC[C@@H]21 | 2.5% | 7% | 11% | -3% | -4%
Cc1ccc(O)c(-c2cc(C(=O)Nc3ccc(S(=O)(=O)Nc4nccc(C)n4)cc3)[nH]n2)c1 | i | -6% | 15% | 4% | 3%
COc1ccc(CCN=C(N)Nc2nc(C)cc(C)n2)cc1 | 2.9% | 30% | -3% | -2% | 3%
CC(C)CC1NC(=O)c2cc(Cl)ccc2-n2c1nc1ccccc1c2=O (stereo unspecified) | / | 6% | / | / | 1%
COc1ccccc1NC(=O)c1sc(Cl)nc1C | 2.1% | -4% | -7% | -3% | -3%
Cc1nc2ccc(C(=O)N3CCN(c4ccccc4)CC3)cc2s1 | 0.8% | 2% | 8% | -19% | 0% | VEEV TC-83 Vero 10K pilot screen=0.9
CC1C(=O)N2CCCc3cc(NC(=O)CC(C)(C)C)cc1c32 (stereo unspecified) | 2.8% | 3% | -25% | -1% | 7%
CCC(C(=O)OCC(=O)Nc1ccc(Cl)c(S(=O)(=O)N(C)C)c1)c1ccccc1 (stereo unspecified) | 1.2% | 15% | 1% | -4% | 2%
O=C(CSc1nnnn1-c1ccc(O)cc1)Nc1ccc(N2CCOCC2)c(Cl)c1 | 0.4% | 52% | 3% | 1% | 67%
C/C(=N\NC(=O)CCc1ccccc1)c1ccc(Br)cc1 | 1.3% | 16% | -13% | 1% | -5% | VEEV TC-83 Vero 10K pilot screen=0.7
COc1ccc(C(=O)C2CCCN(Cc3ccon3)C2)cc1OC (stereo unspecified) | 0.1% | 0% | -2% | -7% | -2% | VEEV TC-83 Vero 10K pilot screen=0.2
CCN(CC)CCNC(=O)c1ccc(NC(=O)c2cc(-c3ccncc3)nc3ccccc23)cc1 | 2.9% | 37% | / | 2% | 10%
O=C(O)c1nn(-c2ccc(Cl)cc2)ccc1=O | 0.4% | / | -8% | 6% | -11%
CC(=O)c1cccc(NC(=O)CN(c2ccccc2)S(C)(=O)=O)c1 | 0.0% | 4% | 0% | 1% | -1%
O=C(CSC1=Nc2ccccc2C2CC=NN12)Nc1ccc(F)cc1Cl (stereo unspecified) | 2.4% | 19% | 15% | -8% | 1%
O=C(NCc1ccccc1)C1=C[C@@H](c2ccc(Br)cc2)C[C@@H](OCCCCO)O1 | 0.1% | -23% | 3% | 2% | 4%

In the list so far, seven have four or more nitrogen atoms:
SMILES | VEEV TC-83 Vero | tuberculosis growth | PhoP GFP inhibition | influenza NS1A | M. tuberculosis HTS | others
O=C(CSc1nnc(-c2ccncc2)n1Cc1ccco1)N1c2ccccc2Sc2ccc(Cl)cc21 | 9.2% | 1% | -3% | 6% | -4%
CN1CCN(c2cc(-c3ccccc3)nc3cc(-c4ccc(F)cc4)nn23)CC1 | 1.4% | ? | 5% | -11% | 11µM*
Cc1ccc(O)c(-c2cc(C(=O)Nc3ccc(S(=O)(=O)Nc4nccc(C)n4)cc3)[nH]n2)c1 | i | -6% | 15% | 4% | 3%
COc1ccc(CCN=C(N)Nc2nc(C)cc(C)n2)cc1 | 2.9% | 30% | -3% | -2% | 3%
O=C(CSc1nnnn1-c1ccc(O)cc1)Nc1ccc(N2CCOCC2)c(Cl)c1 | 0.4% | 52% | 3% | 1% | 67%
CCN(CC)CCNC(=O)c1ccc(NC(=O)c2cc(-c3ccncc3)nc3ccccc23)cc1 | 2.9% | 37% | / | 2% | 10%
O=C(CSC1=Nc2ccccc2C2CC=NN12)Nc1ccc(F)cc1Cl (stereo unspecified) | 2.4% | 19% | 15% | -8% | 1%
